M5 PAM – CHRM5 positive allosteric modulation | P08912 | CHO-K1 hM5, Fluo-8 calcium, ACh EC20 PAM; 0% = ACh EC20, 100% = ACh EC100 | activation, % at 3 µM | 360,000 compounds, 0.3% hits | AID 624038;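 active = activation above the run cutoff, the mean activation of all test compounds plus 3 SD, cut at about 18% in these data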
Target sequence (P08912 whole entry, looked up): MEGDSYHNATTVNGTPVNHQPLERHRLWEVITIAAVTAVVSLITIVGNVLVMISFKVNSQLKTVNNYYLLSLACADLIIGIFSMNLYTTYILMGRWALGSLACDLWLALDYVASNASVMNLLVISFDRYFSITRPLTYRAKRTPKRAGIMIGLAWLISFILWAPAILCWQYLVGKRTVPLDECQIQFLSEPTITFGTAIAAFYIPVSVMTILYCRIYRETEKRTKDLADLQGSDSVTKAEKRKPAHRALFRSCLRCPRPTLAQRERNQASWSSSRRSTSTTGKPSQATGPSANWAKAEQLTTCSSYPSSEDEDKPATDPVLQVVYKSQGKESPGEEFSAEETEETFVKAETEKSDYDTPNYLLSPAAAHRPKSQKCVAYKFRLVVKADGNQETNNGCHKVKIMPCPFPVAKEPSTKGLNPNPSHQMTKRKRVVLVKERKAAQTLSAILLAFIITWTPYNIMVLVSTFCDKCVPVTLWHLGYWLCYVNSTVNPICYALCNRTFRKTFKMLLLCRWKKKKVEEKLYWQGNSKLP
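Probe or stimulus: acetylcholine, EC20 level; Assay system: human M5 receptor in CHO-K1 cells; Schedule: compound preincubation 140 s before EC20 acetylcholine addition; Technique: intracellular calcium via Fluo-8 fluorescence; Dosing: single-point, 3 µM nominal; Read-out basis: percent activation from peak-over-basal fluorescence ratio, scaled EC20-to-EC100 acetylcholine; Repeats: one well per compound, no replicates.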
M5 ag – CHRM5 agonism in calcium assay | P08912 | CHO-K1 hM5 cells, Fluo-8 calcium fluorescence; 0% DMSO wells, 100% maximal acetylcholine response | activation, % at 3 µM | 360,000 compounds, 0.19% hits | AID 624037;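 active = activation above the run's mean over test compounds plus 3 SD, cut at about 23% in these data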;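 note: signal is peak over basal fluorescence ratio across the kinetic read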
CHRM5 antagonist – antagonists of human muscarinic M5 receptor (CHRM5) | AID 624040 | P08912 | 360,000 compounds, 0.59% hits | CHO-hM5 cells, Fluo-8 calcium fluorescence, ACh EC80 | inhibition, % at 3 µM;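 active = inhibition above a per-plate cutoff, the mean of that plate's test compounds plus 3 SD, cut at about 27% in these data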;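 note: 0% = acetylcholine EC80 with DMSO and 100% = DMSO without agonist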
M1 ag parental – M1 agonist counterscreen hit in parental CHO-K1 cells; Fluo-8 calcium fluorescence; scaled to maximal ATP response, vehicle zero; activation, % at 3 µM; 360,000 compounds, 0.48% hits; AID 602248; in the data active = activation above about 15%;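 note: untransfected CHO-K1 host cells lacking M1 receptor as counterscreen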
CHRM4 PAM – CHRM4 positive allosteric modulation. P08173. CHO-K1 hM4/Gqi5, Fluo-8 calcium fluorescence, ACh EC20; 0% = ACh EC20, 100% = maximal ACh. activation, % at 3 µM. 360,000 compounds, 0.4% hits. AID 624126;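 active = activation above its plate's cutoff, the mean activation of sample wells plus 3 SD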; note: some results filed as inactive read as strong as hits
Target sequence (P08173 whole entry, looked up): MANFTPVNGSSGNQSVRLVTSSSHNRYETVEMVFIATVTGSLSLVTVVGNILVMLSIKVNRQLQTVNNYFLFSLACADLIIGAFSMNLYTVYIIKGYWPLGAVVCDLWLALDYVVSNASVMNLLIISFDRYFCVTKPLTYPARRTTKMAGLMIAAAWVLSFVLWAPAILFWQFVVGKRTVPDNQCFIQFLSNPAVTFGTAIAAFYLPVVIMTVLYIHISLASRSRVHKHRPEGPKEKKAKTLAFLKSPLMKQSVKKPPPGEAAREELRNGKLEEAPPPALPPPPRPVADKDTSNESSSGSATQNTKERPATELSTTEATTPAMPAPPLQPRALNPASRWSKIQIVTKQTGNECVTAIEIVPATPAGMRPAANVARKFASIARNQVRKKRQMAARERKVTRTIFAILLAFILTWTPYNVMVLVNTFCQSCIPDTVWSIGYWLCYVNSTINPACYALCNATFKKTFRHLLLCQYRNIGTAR
CHRM4 agonist – agonists of human muscarinic M4 receptor (CHRM4); 360,000 compounds, 0.14% hits; CHO-K1 hM4/Gqi5, Fluo-8 calcium fluorescence; vehicle 0%, full acetylcholine response 100%; AID 624127; P08173; activation, % at 3 µM;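 active = activation above the run mean over all test wells plus 3 SD, cut at about 32% in these data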;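 note: peak over basal fluorescence ratio per well then scaled between controls; 0% = DMSO wells and 100% = acetylcholine at EC100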
CHO-K1 Ca PAM – M1 PAM counterscreen hit in parental CHO-K1 cells; 360,000 compounds, 0.02% hits; ATP EC20, Fluo-8 calcium fluorescence; 0% at ATP EC20, 100% at ATP max; activation, % at 3 µM;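 active = activation above the run cutoff, the mean activation of all test compounds plus 3 SD, cut at about 40% in these data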;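 note: peak over basal fluorescence ratio in a 140 s read after ATP addition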
CHO-K1 Ca antag – counter-screen for M1 antagonists: effect in parental CHO-K1 cells; inhibition, % at 3 µM; ATP-induced calcium, Fluo-8 fluorescence; AID 602250; 360,000 compounds, 0.6% hits;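 active = inhibition above a per-plate cutoff, the plate's mean sample inhibition plus 3 SD, cut at about 24% in these data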;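 note: 0% = DMSO plus EC80 ATP and 100% = DMSO alone without ATP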
M4 antag – CHRM4 antagonism in calcium assay. CHO-hM4 cells, ACh EC80, Fluo-8 calcium fluorescence. inhibition, % at 3 µM. 360,000 compounds, 0.73% hits;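 active = inhibition above its plate's cutoff, the mean inhibition of sample wells plus 3 SD, cut at about 27% in these data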;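 note: 0% = acetylcholine EC80 with DMSO and 100% = DMSO without agonist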
Numbers without * were called inactive; . = not tested or not shown.

Compound | M5 PAM | M5 ag | CHRM5 antagonist | M1 ag parental | CHRM4 PAM | CHRM4 agonist | CHO-K1 Ca PAM | CHO-K1 Ca antag | M4 antag
CC(C)CCN1CCN(Cc2ccc3nsnc3c2)CC1CCO (configuration not stated) | 6.7 | -7.9 | -6.9 | -0.4 | -9.1 | 0.4 | 0.3 | 0.2 | 12.8
CC(=O)Nc1ccc(-c2ccnc3c2CC(C)(C(=O)NCCc2ccccc2)O3)cc1 (configuration not stated) | -1.5 | -1.1 | -1.5 | 0.8 | 0.0 | 3.7 | 12.5 | -12.6 | -28.1
CC(=O)Nc1ccc2nc(NC(=O)c3ccc([N+](=O)[O-])o3)sc2c1 | 3.9 | -1.3 | -3.1 | 1.3 | -2.3 | 1.4 | 17.1 | -3.5 | -0.8
C=CCOc1ccc(/C=C/C(=O)OCC(=O)NCCC2=CCCCC2)cc1 | 0.1 | -0.8 | -0.3 | 1.7 | 0.1 | 3.2 | -3.8 | -8.1 | -4.8
COc1ccc(C2COC(=O)C2=N)c(NC(=O)c2ccc(Cl)cc2)c1 (configuration not stated) | -10.0 | -3.6 | 4.8 | 0.4 | 7.2 | 2.1 | 11.3 | -11.6 | -9.7
Cc1cc(C)n(CCC(=O)N/N=C/c2ccc(O)cc2)n1 | -3.3 | 0.1 | 2.2 | 0.8 | 3.2 | 0.7 | 10.5 | -8.5 | 2.2
CC1CCCC(C)N1CC(O)COc1ccc(Cl)cc1 (configuration not stated) | 2.5 | -11.1 | -9.3 | 0.8 | -2.7 | 2.6 | 15.6 | -7.2 | -8.8
O=C(C[n+]1cc(-c2ccccc2)n2c1CCCCC2)c1ccc(Cl)cc1 | -0.4 | -10.1 | -1.8 | -0.1 | -0.1 | 0.2 | 8.2 | -3.4 | -5.8
COc1ccc(/C(C)=N/NC(=S)NCc2ccco2)cc1 | -2.3 | -0.9 | 5.2 | 1.1 | -3.9 | -0.6 | 16.6 | -6.2 | 5.9
O=C(/C=C/c1cccc([N+](=O)[O-])c1)NCCN1C(=O)S/C(=C\c2cccnc2)C1=O | -19.2 | -0.3 | 12.3 | 6.8 | -16.3 | 12.6 | 14.7 | -8.2 | -1.5

Sorted by count of non-hydrogen atoms (high to low): three of the compounds above
Compound | M5 PAM | M5 ag | CHRM5 antagonist | M1 ag parental | CHRM4 PAM | CHRM4 agonist | CHO-K1 Ca PAM | CHO-K1 Ca antag | M4 antag
O=C(/C=C/c1cccc([N+](=O)[O-])c1)NCCN1C(=O)S/C(=C\c2cccnc2)C1=O | -19.2 | -0.3 | 12.3 | 6.8 | -16.3 | 12.6 | 14.7 | -8.2 | -1.5
C=CCOc1ccc(/C=C/C(=O)OCC(=O)NCCC2=CCCCC2)cc1 | 0.1 | -0.8 | -0.3 | 1.7 | 0.1 | 3.2 | -3.8 | -8.1 | -4.8
CC(=O)Nc1ccc2nc(NC(=O)c3ccc([N+](=O)[O-])o3)sc2c1 | 3.9 | -1.3 | -3.1 | 1.3 | -2.3 | 1.4 | 17.1 | -3.5 | -0.8

Next records
Compound | M5 PAM | M5 ag | CHRM5 antagonist | M1 ag parental | CHRM4 PAM | CHRM4 agonist | CHO-K1 Ca PAM | CHO-K1 Ca antag | M4 antag
CCC1(c2ccc(F)cc2)NC(=O)N(CC(=O)Nc2ccc(S(N)(=O)=O)cc2)C1=O (configuration not stated) | 2.0 | -0.5 | 3.0 | 0.2 | 0.2 | 1.1 | 1.4 | -2.6 | -7.5
O=S(=O)(NCC1CCCO1)c1ccc(-c2ccc(S(=O)(=O)NCC3CCCO3)cc2)cc1 (configuration not stated) | -24.5 | 6.7 | 35.3* | 13.0 | -14.0 | 13.3 | -9.1 | 15.4 | 8.6
CC(=O)c1cc(C#N)c(N2CCCC2)nc1C | -3.6 | 0.4 | -4.1 | 4.6 | 3.1 | 4.7 | 27.4 | -10.9 | -8.1
Cc1nnc(SCC2=C(C(=O)O)N3C(=O)C(NC(=O)Cn4ncc(Cl)c4C)C3SC2)s1 (configuration not stated) | -0.1 | 4.3 | 8.9 | 0.2 | 2.2 | 1.6 | -1.8 | -16.8 | -3.7
COc1ccc(CCNC(=O)CSc2nc3c(c(=O)n(C)c(=O)n3C)n2C(C)C)cc1OC | 5.5 | 2.2 | -1.2 | 0.0 | 6.1 | 1.4 | 3.1 | -5.0 | -0.9
O=C(Nc1ccccc1)NC1CCCCC1 | -0.3 | -1.6 | 3.7 | 0.6 | 0.8 | 0.3 | 14.7 | -7.8 | 9.8
O=C(COc1nnc2ccccn12)N1CCN(S(=O)(=O)c2ccccc2)CC1 | 5.7 | -2.1 | -2.6 | -0.2 | -1.5 | 1.0 | 1.3 | -9.5 | -0.7
Clc1ccc(OCCn2ccnc2)c(Br)c1 | 27.0* | -11.5 | 8.0 | -0.1 | 0.3 | -0.3 | -4.5 | 11.5 | 1.0
CC(C)Cc1nc2n[nH]c(N)c2c2c1CCC2 | 8.0 | -2.9 | -5.9 | 0.2 | 14.4 | 1.0 | 21.3 | -11.5 | -2.5
O=C(COC(=O)Cc1c(F)cccc1Cl)NC(=O)c1ccccc1 | -5.6 | -0.7 | 14.1 | 1.6 | -4.2 | 1.3 | 21.3 | -9.0 | 10.1
COC(=O)Cc1nc2c(N)nc(N)nc2[nH]c1=O | 5.3 | 5.7 | 11.2 | 0.3 | 3.4 | 0.3 | 9.7 | -5.3 | -0.9
COc1ccc(C2/C=C\CN(C(=O)C3CCCC3)[C@H](Cc3ccccc3)C(=O)N2Cc2ccc(F)cc2)cc1 (some centres not stated) | -17.5 | -4.7 | 11.4 | 0.0 | -6.8 | 0.6 | 5.0 | -13.6 | 1.9
CSc1ccc(CN2C(=O)C(C)ON=C2c2ccccc2F)cc1 (configuration not stated) | -6.0 | -4.3 | -2.9 | 0.7 | -10.8 | 3.8 | 1.8 | 4.8 | 14.8
COc1ccccc1C1/C(=C(/O)c2ccc(C)cc2)C(=O)C(=O)N1CCN1CCOCC1 (configuration not stated) | 2.0 | 0.0 | -2.2 | -0.1 | 0.3 | 0.7 | 11.9 | -3.2 | -2.7
COCCSc1ccccc1C(=O)Nc1nncs1 | -2.5 | -2.2 | 11.9 | 0.2 | -3.1 | 0.9 | 6.6 | 5.6 | -5.1
N#CCSc1nnc(CNc2cccc(Cl)c2)o1 | -2.7 | -2.8 | 11.4 | 2.3 | 1.5 | 2.5 | 23.6 | -20.9 | 3.4
Cc1ccc(NC(=O)CCSCCC(=O)Nc2ccc(C)c(C)c2)cc1C | -1.1 | -6.5 | -2.9 | 1.4 | -0.7 | 5.6 | 23.2 | -7.9 | -12.9
CC(C)(C)Sc1ccc2nc3c(n2c1)CCCC3 | -9.6 | 1.9 | 6.6 | 5.0 | -9.8 | 3.6 | 9.7 | -5.1 | 4.6
Cc1ccc(CNC(=O)c2ccc(N3CCC4(CC3)CC(c3cccc(Br)c3)=NO4)c(NC(=O)c3ccccc3)c2)cc1 | 3.2 | 1.5 | 7.8 | 0.5 | 7.1 | 2.5 | 5.5 | -15.1 | -8.8
CC(C)(C)NC(=O)CN(CCN1CCOCC1)C(=O)CNS(=O)(=O)c1ccc(Cl)cc1 | 0.0 | -0.9 | 17.5 | 0.0 | 1.0 | 1.4 | -14.6 | -14.1 | 3.1
CCc1ccc(CN(C)C(=O)c2cc(S(=O)(=O)N3CCOCC3)ccc2N2CCCC2)cc1 | 3.1 | -3.4 | -0.6 | 2.8 | 3.5 | 8.9 | 19.7 | -8.8 | -12.2
COc1cccc(/C=C/C(=O)OCC(=O)NCc2ccco2)c1OC | -5.8 | -0.7 | 0.3 | 0.0 | -3.0 | 0.9 | 24.6 | -11.3 | 0.8
O=C(/C=C/c1ccccc1)OCN1C(=O)c2ccccc2C1=O | -5.6 | 0.6 | 7.6 | -0.2 | -1.6 | 1.0 | 3.6 | -9.1 | 5.9
COc1ccc(CCN(C)C(=O)CCc2nnc(-c3ccccc3)o2)cc1OC | -1.3 | -0.6 | -0.1 | 2.5 | -0.4 | 3.4 | 27.3 | -17.5 | 2.3
O=C(Nc1ccc(F)cc1F)N1CCCC(c2nc(-c3ccc(F)cc3)no2)C1 (configuration not stated) | -0.9 | -2.7 | 7.7 | 1.1 | 20.2 | 3.3 | 6.3 | 9.8 | -12.4
Cc1ccc(-c2nc(C(=O)NC3CCCCCC3)no2)cc1 | -2.1 | -3.9 | -0.1 | -0.1 | 2.2 | 0.1 | -6.4 | 1.7 | 5.8
CCOC(=O)N1CCC(NC(=O)c2ccc(CS(=O)(=O)c3c(Cl)cccc3Cl)o2)CC1 | -1.9 | 2.4 | 3.1 | 0.3 | -2.0 | 2.5 | -2.5 | 8.7 | 2.3
Cc1ccsc1C(=O)OCC(=O)Nc1cccc(F)c1 | -4.6 | 0.1 | 0.2 | 0.3 | 2.8 | 2.1 | 17.3 | 1.1 | -4.6
COC(=O)C(CCCCN1C(=O)C2C3C=CC(C3)C2C1=O)N1C(=O)C2C3C=CC(C3)C2C1=O (configuration not stated) | -0.2 | -1.4 | -12.0 | 2.7 | 1.7 | 1.6 | 10.3 | 8.6 | -8.6
COCCC(=O)N1CCC(n2nccc2NC(=O)c2ccccc2C)CC1 | 0.5 | -3.2 | 4.7 | -0.1 | 5.0 | 0.9 | 0.7 | 3.8 | 0.5
O=C(C(=O)N1CCN(c2ccccc2)CC1)c1ccccc1 | -0.9 | 2.4 | 6.1 | . | 2.7 | 3.4 | . | . | -20.3
CC(C)(C)C(=O)Nc1ccc(-c2cnco2)cc1 | -3.6 | 2.0 | 4.6 | 0.6 | 10.1 | 0.8 | 10.2 | -11.4 | -4.0
Cc1ccc(NC(=O)CN(C)C(=O)CSc2nnc(C)s2)cc1 | 6.1 | 2.7 | 1.6 | 1.4 | 3.5 | 0.1 | 13.3 | -7.9 | 3.1
COC(=O)[C@H](CCSC)NC(=O)Nc1cccc(C)c1C | 11.1 | -0.6 | -1.5 | 0.2 | 2.2 | 0.5 | 8.0 | 1.7 | -0.6
c1ccc(NC2=NCCN2CC2CCCCCC2)cc1 | 8.8 | -4.9 | 1.1 | 0.4 | -5.1 | 2.5 | 1.9 | -3.0 | -5.5
CCN(C[C@H]1N[C@@](Cc2ccccc2)(C(=O)OC)[C@H]2C(=O)N(C)C(=O)[C@@H]12)S(=O)(=O)c1ccc(OC)cc1 | -3.4 | 1.1 | 0.6 | 2.5 | -4.5 | 4.5 | 1.0 | 1.4 | 0.9
COc1ccc(C(=O)NCC(=O)N2CCNC(=O)C2)cc1OC | 5.8 | -1.5 | -4.7 | 0.2 | -5.2 | 0.3 | -7.2 | 9.7 | 7.6
O=C(Nc1ccc2c(c1)COC2=O)c1ccc(Cl)c(Cl)c1 | 0.2 | -3.4 | -1.2 | 2.5 | 1.1 | 2.1 | 2.5 | 3.5 | -3.2
Cc1nn(Cc2ccccc2Cl)c(C)c1NC(=O)C1C2CCC(O2)C1C(=O)O (configuration not stated) | 5.8 | 3.6 | -9.0 | 1.3 | 5.9 | 1.5 | 11.0 | -6.9 | 4.3
Cn1c(=O)n(Cc2ccccc2)c(=O)c2c1nc(NCC1CCCO1)n2Cc1ccccc1 (configuration not stated) | 0.2 | -0.2 | -6.0 | 2.1 | -9.5 | 0.1 | -9.1 | 4.4 | -3.5
c1ccc2c(c1)Oc1ccccc1S2 | 0.6 | 1.7 | 6.6 | 0.0 | 10.8 | 3.3 | 11.4 | -21.9 | -13.2

Screening data: PubChem, The Scripps Research Institute Molecular Screening Center
